Cdc42 wt GTP: modulators of GTP binding to wildtype Cdc42, primary screen, biochemical, multiplex bead flow cytometry, Bodipy-GTP. Cell division control protein 42 homolog (Homo sapiens), P60953. GST-Cdc42 beads; actives lie on both sides. percent activity (GTP binding), % at 10 µM. 190,000 compounds, 0.2% hits;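 active means percent activity GTP binding at least 20 points away from the 100% baseline, either down as inhibitor or up as activator; inconclusive means compound flagged as likely green fluorescent from well-wide comparison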;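 further: median bead fluorescence of bound Bodipy-FL-GTP at 100 nM; 0% = excess unlabeled GTP control and 100% = no compound control; below 100% means less GTP binding so inhibitor and above means activator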
Target sequence (P60953 whole entry, looked up): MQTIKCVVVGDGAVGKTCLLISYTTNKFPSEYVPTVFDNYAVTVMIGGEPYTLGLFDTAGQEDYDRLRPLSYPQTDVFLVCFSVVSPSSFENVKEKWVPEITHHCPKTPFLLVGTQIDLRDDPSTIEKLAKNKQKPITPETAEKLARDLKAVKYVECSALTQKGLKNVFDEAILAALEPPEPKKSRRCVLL
Bim-Bcl-2: inhibitors of Bim-Bcl-2 binding, primary screen, biochemical, multiplexed, human Bcl-2 family; Bead-based flow cytometry, Bim peptide-Bcl-2 binding; inhibition, % at 10 µM; 190,000 compounds, 0.06% hits; AID 950, 2007; in the data active means inhibition above about 40%; inconclusive means no clear call, values can overlap the other calls;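 further: 0% = no compound wells with probe peptide and 100% = reference peptide inhibitor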
Target sequence (P10415 whole entry, looked up): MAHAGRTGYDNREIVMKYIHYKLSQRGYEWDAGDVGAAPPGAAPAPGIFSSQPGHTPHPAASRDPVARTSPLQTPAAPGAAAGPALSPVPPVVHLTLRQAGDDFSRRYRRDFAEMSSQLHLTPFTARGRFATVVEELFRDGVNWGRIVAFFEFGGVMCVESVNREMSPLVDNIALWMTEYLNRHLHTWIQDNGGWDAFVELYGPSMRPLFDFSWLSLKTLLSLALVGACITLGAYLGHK
HRas wt GTP: modulators of GTP binding to HRas wildtype, primary screen, biochemical, bead-based flow cytometry, multiplex | GST-Ras wt beads, Bodipy-FL-GTP binding; actives lie on both sides | GTP binding activity, % at 10 µM | 190,000 compounds, 0.14% hits | AID 759, 2007;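 active means GTP binding activity at least 20% away from the 100% baseline, either lowered as inhibitor or raised as activator; inconclusive means flagged as likely green fluorescent, judged across all proteins in the well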;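 further: 0% = unlabeled GTP competition control and 100% = no-compound control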
Bim-Bcl-W: inhibitors of Bim binding to Bcl-W, primary screen, biochemical, multiplexed, bead-based flow cytometry | Bcl-2-like protein 2 (Homo sapiens), Q92843 | Bim peptide-Bcl-W binding | inhibition, % at 10 µM | 190,000 compounds, 0.02% hits | AID 952, 2007;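 further: 0% = bound tracer without compound and 100% = peptide blocker; higher means less fluorescent Bim peptide bound to Bcl-W beads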
Bcl-B Bim block: inhibitors of Bim-Bcl-B binding, primary screen, biochemical, multiplexed, human Bcl-2 family; inhibition, % at 10 µM; bead-based flow cytometry, Bim peptide-Bcl-B binding; Bcl-2-like protein 10 (Homo sapiens), Q9HD36; 190,000 compounds, 0.073% hits;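 further: 0% = tracer peptide without compound and 100% = reference inhibitor peptide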
Target sequence (Q9HD36 whole entry, looked up): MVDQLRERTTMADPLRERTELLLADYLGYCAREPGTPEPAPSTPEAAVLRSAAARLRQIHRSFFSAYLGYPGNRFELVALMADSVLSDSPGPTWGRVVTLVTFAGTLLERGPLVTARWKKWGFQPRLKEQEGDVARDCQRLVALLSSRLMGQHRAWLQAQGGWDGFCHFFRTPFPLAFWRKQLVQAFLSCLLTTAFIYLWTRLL
Rab7 wt modul: modulators of GTP binding to Rab7, primary screen, biochemical, wildtype, multiplex bead flow cytometry; GST-Rab7 beads, fluorescent GTP binding; actives lie on both sides; untreated = 100%, excess cold GTP = 0%; 190,000 compounds, 0.055% hits; AID 758, 2007; GTP binding activity (percent of control), % at 10 µM;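 active means fluorescent GTP binding to Rab7 beads changed by at least 20 points from the 100% baseline, either direction, mostly lower; inconclusive means compound itself probably fluorescent, or too few beads counted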;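 further: median green fluorescence of bound Bodipy-FL-GTP per Rab7 bead population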
Rac1 act GTP bind: GTP binding modulators of activated mutant Rac1, primary screen, biochemical, bead-based flow cytometry, multiplex, fluorescent GTP; Ras-related C3 botulinum toxin substrate 1 (Homo sapiens), P63000; GST-Rac1 activated beads; actives lie on both sides; 100% means binding = to untreated wells; percent activity (GTP binding), % at 10 µM; 190,000 compounds, 0.11% hits; AID 764, 2007;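 active means GTP binding at least 20 percentage points away from the 100% baseline, in either direction, so actives lie on both sides; inconclusive means Compound likely fluorescent itself, or too few beads counted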
Bim-Bcl-XL: inhibitors of Bim-Bcl-XL binding, primary screen, biochemical, multiplexed, bead flow cytometry, human Bcl-XL; Bcl-2-like protein 1 (Homo sapiens), Q07817; Bim peptide-Bcl-XL binding, fluorescence; inhibition, % at 10 µM; 190,000 compounds, 0.04% hits
Target sequence (Q07817 whole entry, looked up): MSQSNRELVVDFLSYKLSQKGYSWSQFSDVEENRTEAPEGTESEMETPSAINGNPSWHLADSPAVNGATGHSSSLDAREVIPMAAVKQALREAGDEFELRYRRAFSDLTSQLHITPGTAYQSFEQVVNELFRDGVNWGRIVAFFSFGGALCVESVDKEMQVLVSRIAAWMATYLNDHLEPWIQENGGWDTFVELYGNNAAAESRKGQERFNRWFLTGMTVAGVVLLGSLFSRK
Rab2 wt GTP: modulators of GTP binding to Rab2A wildtype, primary screen, biochemical, dog, bead-based flow cytometry, multiplex | GST-Rab2 wt beads, Bodipy-GTP binding | GTP binding activity, % at 10 µM | 190,000 compounds, 0.19% hits;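 active means GTP binding activity at least 20 points away from 100%, either lowered or raised; inconclusive means signal likely due to the compound's own green fluorescence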;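 further: 0% = beads with excess unlabeled GTP and 100% = no-compound control corrected for plate trend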
Rac1 wt GTP bind: wildtype Rac1 GTP binding modulators, primary screen, biochemical, GST-Rac1 beads, flow cytometry, multiplex | fluorescent GTP binding; actives lie on both sides; 0 = cold GTP competed, 100 = untreated | GTP binding activity (% of control), % at 10 µM | 190,000 compounds, 0.27% hits;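 active means GTP binding activity at least 20 points away from the 100% control level, either lower or higher; inconclusive means compound flagged as likely green fluorescent, judged across all proteins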
Bim-Bfl-1: inhibitors of Bim binding to Bfl-1, primary screen, biochemical, multiplexed, bead-based flow cytometry; Bcl-2-related protein A1 (Homo sapiens), Q16548; Bim-Bfl-1 binding inhibition; inhibition, % at 10 µM; 190,000 compounds, 0.12% hits;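 further: 0% = wells without compound plus tracer and 100% = blocker peptide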
* marks the source's active call; other numbers are inactive results; ? = inconclusive; nt = no result given. Unless noted, no stated cut-off is given here; in the data, active means inhibition above about 40%.

The first 11 compounds as a preview:
SMILES | Cdc42 wt GTP | Bim-Bcl-2 | HRas wt GTP | Bim-Bcl-W | Bcl-B Bim block | Rab7 wt modul | Rac1 act GTP bind | Bim-Bcl-XL | Rab2 wt GTP | Rac1 wt GTP bind | Bim-Bfl-1
O=C(Nc1ccc(Cl)cc1)Nc1cnccn1 | 98 | -8 | 100 | -2 | -6 | 105 | 98 | -5 | 99 | 104 | -14
O=C(CSc1nnc(NC(=O)c2ccco2)s1)NC1CCCCC1 | 101 | 3 | 102 | 1 | 2 | 101 | 101 | 0 | 102 | 105 | -2
Cc1cccc(N2CCN(C(=O)Cc3ccc(-n4c(=O)[nH]c5ccsc5c4=O)cc3)CC2C)c1 (stereo not given) | 99 | -4 | 99 | -4 | -9 | 99 | 99 | -8 | 100 | 102 | -3
N=c1n(CC(=O)c2cccc([N+](=O)[O-])c2)c2ccccc2n1Cc1ccccc1 | 97 | -5 | 94 | -1 | -3 | 96 | 96 | -1 | 95 | 96 | -2
O=C(Nc1ncc(Cc2cccc(Cl)c2)s1)C1=NCCN1 | 100 | -1 | 100 | -4 | 0 | 102 | 97 | -1 | 103 | 99 | -1
Cc1cc(C)c(C)c(S(=O)(=O)N2CCC(C(=O)Nc3ccccc3N3CCOCC3)CC2)c1C | 98 | -8 | 102 | -1 | -8 | 102 | 100 | -6 | 102 | 103 | -13
C=CCn1c(SCC(=O)NCc2ccccc2)nnc1-c1cc(Br)ccc1O | 99 | -2 | 94 | 1 | -4 | 91 | 97 | -2 | 92 | 96 | -8
CCC(C)(C)NC(=O)Cc1ccc(Cl)cc1 | 99 | -5 | 98 | -4 | -7 | 103 | 96 | -5 | 102 | 99 | -7
CN(C)S(=O)(=O)c1cccc(C(=O)c2nccn2C)c1 | 96 | 0 | 100 | 0 | -6 | 102 | 99 | -2 | 103 | 100 | -3
COc1ccc(OC)c(NC(=O)CSc2nnc(CNC(=O)c3ccco3)o2)c1 | 96 | -8 | 99 | 4 | -5 | 97 | 99 | -2 | 98 | 99 | -7
CCCS(=O)(=O)C(=C(Nc1ccccc1)Nc1ccccc1)S(=O)(=O)CCC | 103 | -4 | 100 | 0 | -3 | 99 | 101 | 0 | 101 | 106 | -4

This part in full, from the start:
SMILES | Cdc42 wt GTP | Bim-Bcl-2 | HRas wt GTP | Bim-Bcl-W | Bcl-B Bim block | Rab7 wt modul | Rac1 act GTP bind | Bim-Bcl-XL | Rab2 wt GTP | Rac1 wt GTP bind | Bim-Bfl-1
O=C(Nc1ccc(Cl)cc1)Nc1cnccn1 | 98 | -8 | 100 | -2 | -6 | 105 | 98 | -5 | 99 | 104 | -14
O=C(CSc1nnc(NC(=O)c2ccco2)s1)NC1CCCCC1 | 101 | 3 | 102 | 1 | 2 | 101 | 101 | 0 | 102 | 105 | -2
Cc1cccc(N2CCN(C(=O)Cc3ccc(-n4c(=O)[nH]c5ccsc5c4=O)cc3)CC2C)c1 (stereo not given) | 99 | -4 | 99 | -4 | -9 | 99 | 99 | -8 | 100 | 102 | -3
N=c1n(CC(=O)c2cccc([N+](=O)[O-])c2)c2ccccc2n1Cc1ccccc1 | 97 | -5 | 94 | -1 | -3 | 96 | 96 | -1 | 95 | 96 | -2
O=C(Nc1ncc(Cc2cccc(Cl)c2)s1)C1=NCCN1 | 100 | -1 | 100 | -4 | 0 | 102 | 97 | -1 | 103 | 99 | -1
Cc1cc(C)c(C)c(S(=O)(=O)N2CCC(C(=O)Nc3ccccc3N3CCOCC3)CC2)c1C | 98 | -8 | 102 | -1 | -8 | 102 | 100 | -6 | 102 | 103 | -13
C=CCn1c(SCC(=O)NCc2ccccc2)nnc1-c1cc(Br)ccc1O | 99 | -2 | 94 | 1 | -4 | 91 | 97 | -2 | 92 | 96 | -8
CCC(C)(C)NC(=O)Cc1ccc(Cl)cc1 | 99 | -5 | 98 | -4 | -7 | 103 | 96 | -5 | 102 | 99 | -7
CN(C)S(=O)(=O)c1cccc(C(=O)c2nccn2C)c1 | 96 | 0 | 100 | 0 | -6 | 102 | 99 | -2 | 103 | 100 | -3
COc1ccc(OC)c(NC(=O)CSc2nnc(CNC(=O)c3ccco3)o2)c1 | 96 | -8 | 99 | 4 | -5 | 97 | 99 | -2 | 98 | 99 | -7
CCCS(=O)(=O)C(=C(Nc1ccccc1)Nc1ccccc1)S(=O)(=O)CCC | 103 | -4 | 100 | 0 | -3 | 99 | 101 | 0 | 101 | 106 | -4
CCOc1ccc(C(=O)NC(=S)Nc2ccccc2N2CCOCC2)cc1Br | 101 | -1 | 100 | 0 | 4 | 100 | 101 | -1 | 97 | 106 | 6
CCC(=O)Nc1nonc1-c1nc2ccccc2n1CCC(C)C | 101 | 0 | 102 | -2 | 0 | 103 | 100 | 0 | 101 | 99 | -1
C=CCNc1ncnc2c1ncn2C1OC(CO)C(O)C1O (stereo not given) | 101 | -2 | 104 | -2 | -1 | 105 | 100 | -7 | 102 | 102 | -3
CN(C)S(=O)(=O)c1cccc(NC(=O)c2cc3c(=O)n4ccccc4nc3s2)c1 | 96 | -2 | 89 | 3 | -4 | 93 | 96 | -3 | 87 | 91 | -3
NNC(=O)c1ccc2ccccc2n1 | 95 | 0 | 93 | 3 | -1 | 98 | 94 | 0 | 92 | 97 | -2
Cc1ccc(Cc2nnc3n(-c4cccc(C)c4)nc(C(=O)c4ccccc4)n3c2=O)cc1 | 86 | 15 | 90 | -6 | -3 | 92 | 89 | -5 | 90 | 91 | 2
C/C(=N\Nc1cccc([N+](=O)[O-])c1)c1cc2ccccc2o1 | 95 | -4 | 100 | 0 | -7 | 103 | 92 | 1 | 96 | 98 | -9
CC(C)C(=O)NNC(=O)CSc1nnnn1C(C)C | 97 | -5 | 96 | -2 | -3 | 98 | 99 | -3 | 97 | 101 | -3
Cc1ccc2c(=O)c(C(=O)NCc3cccs3)c[nH]c2c1 | 98 | -3 | 97 | -2 | -3 | 97 | 98 | -5 | 95 | 100 | 0
COc1cc(OC)c(C2CC(=O)N3CN(c4ccc(C)cc4)CSC3=C2C#N)cc1OC (stereo not given) | 105 | -3 | 102 | 0 | -36 | 103 | 103 | -3 | 101 | 108 | 24
Cc1cccnc1NC(=O)c1c(O)c2ccccc2n(C)c1=O | 101 | -6 | 99 | 0 | -12 | 99 | 98 | 0 | 99 | 100 | -12
CCOC(=O)c1cccc(NC(=O)Nc2ccc(OCC)cc2)c1 | 100 | 0 | 98 | 1 | 0 | 98 | 97 | 2 | 96 | 102 | -7
COc1ccccc1-c1nnc(SC2CCc3ccccc3NC2=O)s1 (stereo not given) | 101 | 3 | 102 | 0 | -5 | 102 | 99 | -3 | 101 | 104 | 2
CCC(OC(=O)c1nsc(Cl)c1Cl)C(=O)NC(C)(C)C (stereo not given) | 98 | -1 | 100 | 0 | -6 | 99 | 98 | 0 | 98 | 102 | 0
Further entries follow:
SMILES | Cdc42 wt GTP | Bim-Bcl-2 | HRas wt GTP | Bim-Bcl-W | Bcl-B Bim block | Rab7 wt modul | Rac1 act GTP bind | Bim-Bcl-XL | Rab2 wt GTP | Rac1 wt GTP bind | Bim-Bfl-1
Cc1c(CN2CCCC(C)C2)c(O)n(CCO)c(=O)c1C#N (stereo not given) | 98 | -3 | 102 | -1 | -8 | 103 | 97 | -5 | 99 | 102 | -7
O=C(Nn1c(O)c(C=C2N=c3ccccc3=N2)sc1=S)c1cccc(Cl)c1 | 96 | -2 | 96 | 0 | 0 | 101 | 93 | 0 | 95 | 92 | 0
CC(C)(C)SCCNS(=O)(=O)c1ccc(F)cc1 | 104 | -8 | 103 | 0 | -7 | 102 | 101 | -3 | 102 | 104 | -9
CCCC(=O)Nc1ccc(C(=O)NCc2ccccc2Cl)cc1 | 98 | ? | 99 | nt | nt | 103 | 99 | nt | 101 | 99 | nt
O=C(NCc1cccnc1)c1ccc(COc2ccccc2Br)cc1 | 96 | -5 | 94 | -3 | -5 | 93 | 94 | -2 | 93 | 95 | -6
CN1CCN(NS(=O)(=O)c2ccc(Cl)s2)CC1 | 102 | 1 | 100 | -3 | 0 | 101 | 100 | -2 | 99 | 103 | 1
O=C1CC(C(=O)Nc2ccc(O)c(C(=O)O)c2)C(c2ccccc2)O1 (stereo not given) | 103 | -2 | 101 | -3 | -2 | 103 | 99 | 0 | 100 | 104 | -3
Cc1ccc(OCC(=O)Nc2ccccc2Sc2ccc(Cl)cc2)c([N+](=O)[O-])n1 | 102 | 4 | 98 | 0 | 2 | 101 | 99 | 0 | 100 | 104 | 5
COc1cccc(C(=O)NCC(=O)N/N=C/c2cccc(OC(=O)c3ccc([N+](=O)[O-])cc3)c2)c1 | 100 | 6 | 99 | 4 | 5 | 98 | 98 | 3 | 98 | 101 | 7
O=C(CCn1cnc2ccccc2c1=O)Nc1cccc(Cl)c1Cl | ? | 5 | ? | 14 | 4 | ? | ? | 7 | ? | ? | 9
CCN(c1ccccc1)S(=O)(=O)c1ccc(F)cc1 | 101 | 2 | 101 | 0 | 0 | 100 | 99 | -2 | 102 | 100 | -2
CCOC(=O)Cc1csc(NC(=S)NC(=O)c2ccc(Cl)cc2)n1 | 96 | -9 | 99 | -2 | -6 | 99 | 91 | -1 | 94 | 99 | -13
COC(=O)c1nc(-c2ccccc2)oc1N(C)C | 99 | -2 | 98 | 7 | 0 | 96 | 97 | 3 | 97 | 100 | -4
COc1ccc(-c2onc3ccc(Br)cc23)cc1 | 97 | -4 | 97 | -1 | -9 | 97 | 96 | -5 | 94 | 99 | -3
CN(C)/C=C1/Oc2c(ccc3ccccc23)C1=O | 93 | -3 | 92 | -1 | -7 | 95 | 93 | 1 | 98 | 89 | 4
Cc1c(CCC(C)C)c(=O)n2c([nH]c3ccccc32)c1C#N | 101 | -4 | 100 | 4 | -4 | 99 | 100 | -3 | 98 | 102 | -7
COc1ccc(OC)c(-n2c(C)nc3cc(C(=O)O)ccc32)c1 | 98 | -1 | 99 | 1 | 1 | 98 | 95 | 1 | 97 | 96 | 0
NC(=O)CSc1nnc(-c2ccc(O)cc2)n1Cc1ccco1 | ? | 5 | ? | 4 | 8 | ? | ? | 1 | ? | ? | 3
